From PubChem
PI5P4Ka inh: qHTS for Inhibitors of phosphatidylinositol 5-phosphate 4-kinase (PI5P4K); Phosphatidylinositol 5-phosphate 4-kinase type-2 alpha (Homo sapiens), P48426; PI5P4Kalpha enzyme, ADP-Glo luminescence, 60 min; hits give low values; max response, %; actives 1.2% (n = 330,000); active = max response of -50% or lower; inconclusive = between -30% and -50%; inactive = -30% or higher; note: value at the top dose of about 77 µM; % is set by controls: 0 for no effect and ±100 for the full control effect
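Reactions run in 0.038 M HEPES pH 7.4, 0.28 mM EGTA, 0.1% CHAPS and 5% DMSO, with PI5P4Kalpha, substrate, compound and 5 microM ATP final, one hour at room temperature. Readout is ADP-Glo luminescence.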
EPAC1 ag: qHTS for Agonist of cAMP-regulated guanine nucleotide exchange factor 3 (EPAC1): primary screen. AID 720707, 2013. Potency, µM (titrated, usually from 154 µM), inactives show at the top dose activation, usual class: activators. actives 0.073% (n = 360,000). EPAC1 agonist qHTS, biochemical assay; response scale: 100% = response to 6.5 mM cAMP. Rap guanine nucleotide exchange factor 3 (Homo sapiens), O95398; note: potency is the fitted concentration of half-maximal effect; nearly all actives have a fitted effect of over 60% in size
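Nucleotide exchange by EPAC1 (100 nM) on Rap1B–BODIPY-GDP (250 nM) in the presence of 50 uM GDP is tracked fluorescently at 480/540 nm over 30 min. Signals are normalized to a 6.5 mM cAMP control.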
PLK1 PBD block: qHTS for Inhibitors of PLK1-PDB (polo-like kinase 1 - polo-box domain): Primary Screen; Potency, µM, for the others: max response, negative = inhibition, actives largely listed as inhibitors; actives 2.8% (n = 360,000); Plk1 PBD binding of FITC phosphopeptide, fluorescence polarization; Serine/threonine-protein kinase PLK1 (Homo sapiens), P53350; AID 720504, 2013; note: potency is the fitted concentration of half-maximal effect; series mostly up to about 57 µM; % is set by controls: 0 for no effect and ±100 for the full control effect; nearly all actives have a fitted effect of over 65% in size
Target sequence (P53350 whole entry, looked up, the tested form may be a part): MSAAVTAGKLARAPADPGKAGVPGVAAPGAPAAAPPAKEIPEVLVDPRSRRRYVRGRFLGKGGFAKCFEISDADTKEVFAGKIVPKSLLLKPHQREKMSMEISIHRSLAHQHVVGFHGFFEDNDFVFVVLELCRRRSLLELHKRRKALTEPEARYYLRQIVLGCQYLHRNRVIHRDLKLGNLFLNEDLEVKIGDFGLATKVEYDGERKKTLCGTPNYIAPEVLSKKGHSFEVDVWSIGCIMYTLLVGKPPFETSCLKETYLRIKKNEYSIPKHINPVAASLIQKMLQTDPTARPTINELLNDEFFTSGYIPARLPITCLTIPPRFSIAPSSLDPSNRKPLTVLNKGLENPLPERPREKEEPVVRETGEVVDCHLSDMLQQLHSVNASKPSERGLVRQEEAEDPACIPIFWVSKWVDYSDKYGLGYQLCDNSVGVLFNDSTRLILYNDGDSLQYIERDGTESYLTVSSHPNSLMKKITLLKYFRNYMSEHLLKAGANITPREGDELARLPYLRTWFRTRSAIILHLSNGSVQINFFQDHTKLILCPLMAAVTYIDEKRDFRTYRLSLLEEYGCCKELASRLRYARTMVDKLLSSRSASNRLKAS
IL-2 act: qHTS of IL-2 Activators | actives 0.065% (n = 360,000) | IL-2 activation reporter assay, cell-based qHTS; stimulated with anti-CD3/CD4/CD28 beads; in transgenic mouse T cells | activation, % (series mostly up to about 46 µM) | AID 652025, 2013; in the data active = activation above about 50%; inconclusive = mostly about 30% to 49%; note: 0% is about no effect
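Readout: EGFP and DsRed signals by fluorescent plate cytometry. Unstimulated transgenic mouse T cells received compound 60 min before antibody-bead stimulation, then incubated 18 h at 37 degrees C.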
HEK293 tox: qHTS of GLP-1 Receptor Inverse Agonists: Cytotox Screen. HEK293 cAMP-luciferase reporter cells, luminescence, 24 h. Potency, µM (top dose mostly 38.3 µM), without a hit: at the highest dose activity change, negative = inhibition, most hits filed as inhibitors. actives 0.13% (n = 410,000);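 note: loss of luciferase light is scored as toxicity; potency is the fitted concentration of half-maximal effect; % is set by controls: 0 for no effect and ±100 for the full control effect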
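Cells in DMEM/10% Nu serum/1% pen-strep, 1536-well format. Pre-incubated 12 h, dosed with 23 nL compound, incubated a further 24 h. Luciferase detection, 12 min at room temp, luminescence.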
GLP1R ag: qHTS of GLP-1 Receptor Agonists | actives 0.007% (n = 380,000) | Glucagon-like peptide 1 receptor (Homo sapiens), P43220 | Potency, µM (titrated, usually from 45.6 µM), without a hit: at the highest dose activation, usual class: activators | HEK293 GLP-1R CRE-luciferase, luminescence, 4-6 h; cells express a hypersensitive GLP-1R form; note: potency is the fitted concentration of half-maximal effect; % of control where 0% means no effect
Target sequence (P43220 whole entry, looked up): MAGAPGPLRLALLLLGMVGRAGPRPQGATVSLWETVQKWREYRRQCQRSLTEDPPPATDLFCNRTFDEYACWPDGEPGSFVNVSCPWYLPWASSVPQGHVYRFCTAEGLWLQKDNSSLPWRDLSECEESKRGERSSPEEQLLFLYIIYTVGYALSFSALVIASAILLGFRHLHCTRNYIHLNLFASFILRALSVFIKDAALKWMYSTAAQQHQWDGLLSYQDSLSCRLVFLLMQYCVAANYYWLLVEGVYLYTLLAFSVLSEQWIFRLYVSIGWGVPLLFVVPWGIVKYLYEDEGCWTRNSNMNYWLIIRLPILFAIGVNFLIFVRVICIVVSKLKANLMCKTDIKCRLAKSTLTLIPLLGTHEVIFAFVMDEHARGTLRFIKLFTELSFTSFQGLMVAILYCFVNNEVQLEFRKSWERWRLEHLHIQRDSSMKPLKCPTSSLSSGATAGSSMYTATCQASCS
GLP1R inv ag: qHTS of GLP-1 Receptor Inverse Agonists (Inhibition Mode); Glucagon-like peptide 1 receptor (Homo sapiens), P43220; HEK293 GLP-1R CRE-luciferase, luminescence, 24 h; GLP-1R form is constitutively active; Potency, µM (titrated, usually from 38.3 µM), for the others: at the top dose activity change, negative = inhibition, actives largely listed as inhibitors; actives 1.6% (n = 410,000); AID 624417, 2012; note: potency is the fitted concentration of half-maximal effect; % is set by controls: 0 for no effect and ±100 for the full control effect; nearly all actives have a fitted effect of over 55% in size
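Inverse agonists were sought by their lowering of basal cAMP reporter luciferase output in HEK293 cells stably carrying constitutively active human GLP-1R, after 24 h compound treatment.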
EPAC1 antag: qHTS for Antagonist of cAMP-regulated guanine nucleotide exchange factor 3 (EPAC1): primary screen | Rap guanine nucleotide exchange factor 3 (Homo sapiens), O95398 | EPAC1 GEF assay, Rap1b-BODIPY-GDP exchange fluorescence | Potency, µM (titrated, usually from 115 µM), for the others: at the highest dose activity change, negative = inhibition, actives largely listed as inhibitors | actives 0.14% (n = 360,000) | AID 720709, 2013;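 note: potency is the fitted concentration of half-maximal effect; plate controls were vehicle for no effect and positive control for full effect; nearly all actives have a fitted effect of over 50% in size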
PTHR1 agonist: qHTS for PTHR1 Agonists: Primary Screen; Parathyroid hormone/parathyroid hormone-related peptide receptor (Homo sapiens), Q03431; HEK293 GP2 PTHR1 cells, GloSensor cAMP luminescence, 1 h; Potency, µM (top dose mostly 115 µM), inactives show at the top dose activation, hits mostly activators; actives 0.075% (n = 410,000); AID 743266, 2014; note: potency is the fitted concentration of half-maximal effect; nearly all actives have a fitted effect of over 55% in size; some results filed as inactive show a strong effect at the top dose; inactives centre near -15; many of its hits are not listed in these tables
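HEK-293-derived GP2 cells expressing PTHR1 and a GloSensor cAMP reporter, 3,000/well, plated overnight, given luciferin plus IBMX (each 0.5 mM as added) for 1 h at 37 °C, then compound for 1 h at 37 °C. Luminescence was read after 15 min at room temperature.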
Numbers without * were called inactive; [ ] = dose if it differs, or a comment. Unless noted, calls come from the whole dose curve; as a rule, active = well fitted curve in the direction sought with a large enough effect; inconclusive = small, poorly fitted or top-dose-only effect, or another doubt; inactive = no such curve, though single readings can be large; an effect the other way counts as inactive or inconclusive.

`CNC(=O)c1snnc1-c1ccccc1` gave PI5P4Ka inh 3, EPAC1 ag 10%, PLK1 PBD block -22%, IL-2 act -2.5, HEK293 tox 4%, GLP1R ag 2%, GLP1R inv ag 1%, EPAC1 antag -18% and PTHR1 agonist inconclusive.
O=C(CCC1CCN(Cc2nccs2)CC1)Nc1ccccc1 was read as PI5P4Ka inh -2, EPAC1 ag -6%, PLK1 PBD block -20%, IL-2 act -2.5, HEK293 tox 0%, GLP1R ag 2%, GLP1R inv ag 15%, EPAC1 antag 2% and PTHR1 agonist -8%.
`Cc1ccccc1NC(=O)CSC(=O)c1ccccc1` gave PI5P4Ka inh -16, EPAC1 ag 4%, PLK1 PBD block 11µM*, IL-2 act -0.3, HEK293 tox inconclusive, GLP1R ag -33%, GLP1R inv ag -62%, EPAC1 antag -3% and PTHR1 agonist inactive.
Screening CCn1c(SCC(=O)Nc2cccc(NC(C)=O)c2)nc2c([nH]c3ccccc32)c1=O returned PI5P4Ka inh -6, EPAC1 ag 3%, PLK1 PBD block 0%, IL-2 act -1.2, HEK293 tox -27%, GLP1R ag -7%, GLP1R inv ag -5%, EPAC1 antag -5% and PTHR1 agonist -22%.
CC(C(=O)Nc1cccnc1)n1cc([N+](=O)[O-])cn1 (stereo not drawn) was read as PI5P4Ka inh -2, EPAC1 ag 8%, PLK1 PBD block -11%, IL-2 act 1.1, HEK293 tox 5%[0.307 µM], GLP1R ag -12%, GLP1R inv ag 1%[0.307 µM], EPAC1 antag -4% and PTHR1 agonist inactive.
CN(C)C(=O)CN1c2cccc3cccc(c23)S1(=O)=O was read as PI5P4Ka inh 3, EPAC1 ag 2%, PLK1 PBD block 3%, IL-2 act 0.2, HEK293 tox -18%, GLP1R ag -3%, GLP1R inv ag 6%, EPAC1 antag -23% and PTHR1 agonist inactive.
Screening COc1ccccc1CNC(=O)C(NS(=O)(=O)c1ccc2c(c1)OCCO2)C(C)C (stereo not drawn) returned PI5P4Ka inh -14, EPAC1 ag -9%, PLK1 PBD block inconclusive, IL-2 act -0.4, HEK293 tox -23%, GLP1R ag -3%, GLP1R inv ag -23%, EPAC1 antag -5% and PTHR1 agonist -25%.
`Cc1cccc2cc(CN(CC3CCCO3)C(=O)c3ccncc3)c(=O)[nH]c12` (stereo not drawn) gave PI5P4Ka inh 0, EPAC1 ag 3%, PLK1 PBD block 1%, IL-2 act -1.7, HEK293 tox 1%, GLP1R ag 4%, GLP1R inv ag -37%, EPAC1 antag -7% and PTHR1 agonist inactive.
CCC(NC(=O)c1cc(COc2ccc(OC)cc2Cl)on1)c1ccncc1 (stereo not drawn) was read as PI5P4Ka inh 5, EPAC1 ag 2%, PLK1 PBD block -8%, IL-2 act -2.9, HEK293 tox 16%, GLP1R ag 12%, GLP1R inv ag inconclusive, EPAC1 antag 0% and PTHR1 agonist -38%[inhibitor].
Screening Cn1c(CCN2CCN(c3ccccn3)CC2)nc2cc(NC(=O)COc3ccc([N+](=O)[O-])cc3)ccc21 returned PI5P4Ka inh 0, EPAC1 ag 10%, PLK1 PBD block -7%, IL-2 act -0.6, HEK293 tox 4%, GLP1R ag 1%, GLP1R inv ag -3%, EPAC1 antag inconclusive and PTHR1 agonist inactive.
For O=C(CN1C2=NCCCN2c2ccccc21)c1ccc([N+](=O)[O-])cc1 the results were PI5P4Ka inh -3, EPAC1 ag 14%, PLK1 PBD block -17%, IL-2 act -0.8, HEK293 tox 0%, GLP1R ag -4%, GLP1R inv ag -7%, EPAC1 antag 5% and PTHR1 agonist inactive.
For C/C(=N/NS(=O)(=O)c1ccccc1)c1ccc(Cl)cc1 the results were PI5P4Ka inh 3, EPAC1 ag -4%, PLK1 PBD block -6%, IL-2 act -1.0, HEK293 tox 0%[7.66 µM], GLP1R ag 0%, GLP1R inv ag -14%[7.66 µM], EPAC1 antag -21% and PTHR1 agonist -2%.
Screening COc1ccc(C(C)NC(=S)NCc2ccc(F)cc2)cc1 (stereo not drawn) returned PI5P4Ka inh 1, EPAC1 ag -5%, PLK1 PBD block -10%, IL-2 act -1.1, HEK293 tox inconclusive, GLP1R ag 10%, GLP1R inv ag inconclusive, EPAC1 antag -6% and PTHR1 agonist -24%.
`COc1ccc(OC)c(C(c2nnnn2C2CCCC2)N2CCN(c3ccccc3F)CC2)c1` (stereo not drawn) gave PI5P4Ka inh 5, EPAC1 ag 12%, PLK1 PBD block -4%, IL-2 act 0.3, HEK293 tox 6%, GLP1R ag -1%, GLP1R inv ag inconclusive, EPAC1 antag -7% and PTHR1 agonist inactive.
Screening CCCc1ccc(OCCNC(C)=O)cc1 returned EPAC1 ag -7%, PLK1 PBD block -5%, IL-2 act -0.8, HEK293 tox 3%, GLP1R ag -4%, GLP1R inv ag 8%, EPAC1 antag 0% and PTHR1 agonist -14%[57.5 µM].
Screening COc1cccc(/C=N/n2c(N)c(S(=O)(=O)c3cccs3)c3nc4ccccc4nc32)c1OC returned EPAC1 ag 2%, PLK1 PBD block -11%, IL-2 act -2.6, HEK293 tox 11%, GLP1R ag 10%, GLP1R inv ag 38%[activator], EPAC1 antag -8% and PTHR1 agonist -8%[57.5 µM].
Screening COc1ccc(C=C(C(=O)O)c2ccc(OC)cc2)cc1 returned PI5P4Ka inh 2, EPAC1 ag 2%, PLK1 PBD block 4%, IL-2 act -0.2, HEK293 tox -4%, GLP1R ag 3%, GLP1R inv ag 14%, EPAC1 antag -5% and PTHR1 agonist inactive.
For CCn1nnnc1SCC(=O)Nc1nc2ccc(OC)cc2s1 the results were PI5P4Ka inh -8, EPAC1 ag 3%, PLK1 PBD block -8%, IL-2 act -2.8, HEK293 tox -10%, GLP1R ag -3%, GLP1R inv ag 2%, EPAC1 antag 10% and PTHR1 agonist -8%[57.5 µM].
`CC(C)(C)N1C(=O)[C@H]2[C@@H](c3ccc(Br)cc3)N3C(=O)N(c4ccccc4)C(=O)[C@@]3(Cc3ccccc3)[C@H]2C1=O` gave PI5P4Ka inh -1, EPAC1 ag -6%, PLK1 PBD block -1%, IL-2 act 0.4, HEK293 tox -3%, GLP1R ag -1%, GLP1R inv ag inconclusive, EPAC1 antag -2% and PTHR1 agonist -19%.
COc1cc(/C=C/C(=O)O)cc(S(=O)(=O)Nc2ccc3nc(C)sc3c2)c1OC was read as PI5P4Ka inh 1, EPAC1 ag -3%, PLK1 PBD block -18%, IL-2 act 2.2, HEK293 tox -4%, GLP1R ag 1%, GLP1R inv ag 52%[activator], EPAC1 antag 2% and PTHR1 agonist inactive.
Screening COc1cc(OC)cc(C(=O)Nc2nnc(SCC(=O)NCC3CCCO3)s2)c1 (stereo not drawn) returned PI5P4Ka inh -7, EPAC1 ag -3%, PLK1 PBD block 2%, IL-2 act 0.4, HEK293 tox -7%, GLP1R ag -4%, GLP1R inv ag -11%, EPAC1 antag 1% and PTHR1 agonist inactive.
Screening C/C=C(\C)C(=O)Nc1cccc(C2=NOC3(C2)C[C@H](C(N)=O)N(C(=O)C(c2ccccc2)c2ccccc2)C3)c1 (stereo partly drawn) returned PI5P4Ka inh 7, EPAC1 ag 6%, PLK1 PBD block -4%, IL-2 act -0.2, HEK293 tox -17%, GLP1R ag -1%, GLP1R inv ag inconclusive, EPAC1 antag -25% and PTHR1 agonist inactive.
`CC(=O)c1ccc(N2CCN(C(=O)COc3ccc4c(c3)CCC4)CC2)cc1` gave PI5P4Ka inh inconclusive, EPAC1 ag 2%, PLK1 PBD block -6%, IL-2 act -3.8, HEK293 tox -6%, GLP1R ag 6%, GLP1R inv ag -15%, EPAC1 antag -11% and PTHR1 agonist -26%.
`COc1ccc(C(=O)CSc2nc3ccccc3n2CC(=O)NC(C)(C)C)cc1` gave PI5P4Ka inh 5, EPAC1 ag 2%, PLK1 PBD block -8%, IL-2 act -0.5, HEK293 tox 4%, GLP1R ag -3%, GLP1R inv ag inconclusive, EPAC1 antag -17% and PTHR1 agonist -1%[57.5 µM].
`CC(=O)NC(Cc1ccc(F)c(F)c1)C(=O)NC1CCN(c2nnnn2-c2ccccc2)CC1` (stereo not drawn) gave PI5P4Ka inh 5, EPAC1 ag 1%, PLK1 PBD block -11%, IL-2 act -0.2, HEK293 tox -1%, GLP1R ag -1%, GLP1R inv ag 0%, EPAC1 antag 6% and PTHR1 agonist inactive.

3 compounds from above, arranged by SMILES length, low to high:
COc1cc(/C=C/C(=O)O)cc(S(=O)(=O)Nc2ccc3nc(C)sc3c2)c1OC was read as PI5P4Ka inh 1, EPAC1 ag -3%, PLK1 PBD block -18%, IL-2 act 2.2, HEK293 tox -4%, GLP1R ag 1%, GLP1R inv ag 52%[activator], EPAC1 antag 2% and PTHR1 agonist inactive.
`CC(=O)NC(Cc1ccc(F)c(F)c1)C(=O)NC1CCN(c2nnnn2-c2ccccc2)CC1` (stereo not drawn) gave PI5P4Ka inh 5, EPAC1 ag 1%, PLK1 PBD block -11%, IL-2 act -0.2, HEK293 tox -1%, GLP1R ag -1%, GLP1R inv ag 0%, EPAC1 antag 6% and PTHR1 agonist inactive.
Screening C/C=C(\C)C(=O)Nc1cccc(C2=NOC3(C2)C[C@H](C(N)=O)N(C(=O)C(c2ccccc2)c2ccccc2)C3)c1 (stereo partly drawn) returned PI5P4Ka inh 7, EPAC1 ag 6%, PLK1 PBD block -4%, IL-2 act -0.2, HEK293 tox -17%, GLP1R ag -1%, GLP1R inv ag inconclusive, EPAC1 antag -25% and PTHR1 agonist inactive.

The list is partial; the hit share may differ from the screen's.
